LMPTP inh: LMPTP (human) inhibition. AID 651560. hit rate 0.22% among 360,000. recombinant LMPTP-A, OMFP fluorogenic substrate, fluorescence intensity. inhibition, % at 20 µM. P24666;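 active = compounds that cut the enzyme signal by at least half of the control window in the single-dose screen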;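 also: plate controls were DMSO wells with enzyme plus substrate for no effect and substrate without enzyme for full effect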
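Buffer or medium: Bis-Tris pH 6.0, DTT, detergent; Assay system: LMPTP-A enzyme; Quantity: 0.625 nM enzyme; Detection: endpoint fluorescence intensity; Times: 50 min dark incubation at room temperature; Controls: substrate-only low control, DMSO enzyme-plus-substrate high control; Doses: single 20 µM dose; Read-out: percent inhibition versus substrate-only and uninhibited controls; Reagent: 400 µM OMFP.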
NadD block: blocks S. aureus nicotinate mononucleotide adenylyltransferase; purified NadD enzyme, colorimetric absorbance read-out; hit rate 0.78% among 360,000; inhibition, % at 20 µM; in the data active = inhibition above about 26%; also: some compounds past the cut are filed as inactive
DNMT1 inh: blocks human DNA methyltransferase DNMT1; DNMT1 molecular beacon, Hinp1I cleavage, fluorescence; hit rate 0.83% among 360,000; inhibition (reported as % activation of signal), % at 10 µM; P26358; AID 588458; in the data active = inhibition above about 50%
SUMO1 PPI mod: modulators of human SUMO1-mediated protein-protein interactions. inhibition, % at 20 µM. hit rate 0.33% among 360,000. SUMO1 binding to a labelled peptide, TR-FRET, 1 h. AID 602429; in the data active = inhibition above about 37%
Target sequence (P63165 whole entry, looked up): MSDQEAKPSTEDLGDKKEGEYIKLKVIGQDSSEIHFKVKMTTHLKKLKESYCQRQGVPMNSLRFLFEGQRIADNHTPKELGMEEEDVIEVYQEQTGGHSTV
Neddyl block: blocks human cullin neddylation. P61081+Q13564. hit rate 0.58% among 360,000. TR-FRET cullin neddylation, biochemical. calls only at 25 µM; in the data active = inhibition above about 36%
Scp-1 inhibitor: Scp-1 (human) phosphatase inhibition; Recombinant Scp1, phosphopeptide, malachite green phosphate absorbance; inhibition, % at 20 µM; Q9GZU7; hit rate 0.88% among 340,000;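 active = inhibition above about 50% at 20 µM, limit read from the data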;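 also: plate controls were DMSO wells with enzyme for no effect and wells lacking enzyme for full effect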
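Incubation: 45 min enzyme reaction at room temperature / System: truncated SCP-1 phosphatase (76-261aa) / Reagent: Phospho 17-mer peptide substrate / Buffer or medium: Acidic Tris acetate buffer with magnesium and detergent / Signal: absorbance at 630 nm / Doses: one concentration, 20 µM, with 1.0% DMSO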
NRP1-CendR mod: alters CendR peptide binding to human NRP-1. FAM-RPARPAR peptide binding to NRP-1, fluorescence polarization. inhibition, % at 25 µM. hit rate 0.85% among 360,000. O14786;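 active = inhibition or corrected inhibition above about 18%, plus a signal ratio from 0.5 to 1.5, limit read from the data, passing the limit was not always enough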; also: strong numbers were not always called active
Target sequence (O14786 whole entry, looked up): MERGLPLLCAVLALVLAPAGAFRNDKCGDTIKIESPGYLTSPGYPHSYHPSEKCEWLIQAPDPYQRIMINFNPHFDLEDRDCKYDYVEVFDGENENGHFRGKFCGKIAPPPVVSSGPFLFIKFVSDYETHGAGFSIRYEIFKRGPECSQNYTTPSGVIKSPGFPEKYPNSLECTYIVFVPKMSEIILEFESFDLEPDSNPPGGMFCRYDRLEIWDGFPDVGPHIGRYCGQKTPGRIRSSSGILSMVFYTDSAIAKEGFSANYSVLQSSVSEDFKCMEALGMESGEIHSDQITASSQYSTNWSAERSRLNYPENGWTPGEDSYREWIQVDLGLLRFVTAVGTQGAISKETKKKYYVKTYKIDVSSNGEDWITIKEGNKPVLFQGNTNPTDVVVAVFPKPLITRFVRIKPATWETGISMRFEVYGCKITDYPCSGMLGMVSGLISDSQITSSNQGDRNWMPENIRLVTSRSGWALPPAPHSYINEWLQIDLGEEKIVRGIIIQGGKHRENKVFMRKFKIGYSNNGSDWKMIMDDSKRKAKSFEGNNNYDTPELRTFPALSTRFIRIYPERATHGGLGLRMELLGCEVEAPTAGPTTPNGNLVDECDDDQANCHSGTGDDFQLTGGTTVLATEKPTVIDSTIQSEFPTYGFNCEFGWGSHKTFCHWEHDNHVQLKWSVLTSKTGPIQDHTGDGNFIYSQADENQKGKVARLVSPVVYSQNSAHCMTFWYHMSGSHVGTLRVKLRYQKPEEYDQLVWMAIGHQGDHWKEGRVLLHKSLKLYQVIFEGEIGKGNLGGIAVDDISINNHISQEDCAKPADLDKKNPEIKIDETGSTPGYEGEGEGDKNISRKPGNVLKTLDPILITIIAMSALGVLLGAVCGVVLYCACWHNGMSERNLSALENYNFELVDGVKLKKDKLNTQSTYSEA
Tb MetRS inh: Trypanosoma brucei MetRS inhibition | hit rate 0.4% among 360,000 | purified T. brucei MetRS, ATP depletion, Kinase-Glo luminescence | inhibition, % at 11.9 µM;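 active = inhibition above a per-plate cutoff of the control wells' mean inhibition plus 3 SD, cut at about 5.5% in these data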;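 also: 0% = DMSO wells median and 100% = median of wells with control inhibitor compound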
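Dosing: 11.9 µM single point; system: parasite MetRS enzyme; technique: luminescence of leftover ATP; times: 15 min enzyme-compound preincubation, 2 h reaction, 10 min detection, 25 °C; replicates: each compound tested once; read-out basis: percent inhibition relative to median high and low control wells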
SKN-1 block: C. elegans SKN-1 inhibition | C. elegans VP596 Pgst-4::GFP/RFP ratio, acrylamide-induced, 24 h | inhibition, % at 21.8 µM | hit rate 0.49% among 360,000 | AID 624304;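 active = interference check ratio from 0.5 to 1.5 plus GFP to RFP signal ratio inhibition reaching or exceeding a fixed threshold, cut at about 30% in these data, passing the limit was not always enough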; also: some compounds called inactive have numbers as strong as hits
STEP block: STEP (human) phosphatase inhibition. P54829. recombinant STEP, OMFP fluorogenic substrate, fluorescence. inhibition, % at 20 µM. hit rate 0.25% among 360,000. AID 588621;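 active = inhibition at 20 µM, scaled per plate between control wells, above about 37%, limit read from the data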;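 also: 0% = DMSO with enzyme and substrate and 100% = substrate only without enzyme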
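Assay system: isolated STEP enzyme. Buffer or medium: pH 6.0 Bis-Tris with DTT and Tween 20. Also added: fluorogenic phosphatase substrate OMFP at 25 µM final. Dosing: 20 µM, 1% DMSO. Timing: 20 min reaction, room temperature, in the dark. Measured by: fluorescence intensity, excitation 480 nm, emission 540 nm. Evaluation: normalized % inhibition.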
* marks the source's active call; other numbers are inactive results; i = inactive; / = no result given.

Below each compound – Neddyl block, LMPTP inh, NRP1-CendR mod, SUMO1 PPI mod, DNMT1 inh, SKN-1 block, NadD block, Tb MetRS inh, STEP block, Scp-1 inhibitor
CC(C)(C)NC(=O)NC(=O)CN1CCN(c2ccccc2O)CC1
    i, -0.5, 1, -1, 4, 3, -9, -0.6, -3, -3
Nc1cccc(Oc2cnccn2)c1
    i, -0.2, 5, -3, 2, 4, -5, -0.6, -1, -7
CC(C)c1ccc(NC(=O)CN2CCN(C(=O)C3CCCO3)CC2)cc1 (centres undefined)
    i, -1.3, 15, 2, 3, 11, -2, -0.6, -2, 2
Nn1c(SCC(=O)Nc2c(Cl)cccc2Cl)nncc1=O
    i, -2.1, 7, 3, 2, 10, -4, -0.5, -2, -5
COc1ccccc1CNC(=O)COC(=O)CSc1ccc(C)c(C)c1
    i, 1.8, -1, -6, 1, 10, -4, -0.3, 1, -13
O=C(CSc1nc2ccccc2c(=O)n1C1CC1)NCc1ccccc1
    i, -0.8, 2, -3, -1, 1, 1, -0.4, -2, -4
CCOC(=O)N1CCc2c(sc3c2c(=O)n(Cc2ccccc2)c(=O)n3Cc2ccc(C)cc2)C1
    i, 1.0, 14, 0, -6, -8, 2, -0.6, -2, -13
CCCCN(C)C(=O)c1cc2c(s1)-c1ccccc1S(=O)(=O)C2
    i, 0.7, 6, -18, 1, 7, -4, -0.9, 7, -14
O=C(CN1CCN(Cc2ccccc2F)C1=O)NCc1cccnc1
    i, -1.3, 7, -2, 4, -5, -3, -0.7, 0, -10
O=C1CCCN1CCCNc1ncnc2c1[nH]c1ccc(Cl)cc12
    i, -0.5, 10, 3, -10, 8, 1, 62*, -2, -15
CCOC(=O)CCc1c(C)nc2cc(-c3ccc(F)cc3)[nH]n2c1=O
    i, 1.2, 13, 10, -1, 24, -4, -1.1, 3, -7
COc1ccccc1CNC(=O)Cc1ccc(Br)cc1
    i, -1.7, -2, 4, 6, 1, 0, -0.2, 0, 2
CC(=O)n1c(Cl)c(NC(=O)CCl)c2ccccc21
    i, -0.6, 1, -2, 2, 5, -1, 0.2, -3, -3
CC1CCCN(CC(O)COCc2ccc3c(c2)OCO3)C1 (centres undefined)
    i, -1.6, -2, 1, 3, -7, -4, -1.0, 1, 2
COc1cccc(C(C(=O)NC(C)(C)C)N(C(=O)CCC(=O)Nc2cc(C)on2)c2ccc3c(c2)OCCO3)c1OC (centres undefined)
    i, -2.2, 8, -3, 1, 11, -3, 0.0, -4, -7
O=C(O)c1[nH]c2ccccc2c1-c1ccccc1
    i, -0.8, -1, -1, 1, 23, 0, 0.3, -2, 0
CC(=O)Nc1ccc(-c2nc3cc(Cl)ccc3o2)cc1
    i, 19, -22, 13, -6, 7, -4, -1.2, 4, 62*
O=C(C1CC(=O)N(c2ccccc2F)C1)N1CCOCC1 (centres undefined)
    i, -1.3, 3, -2, 1, 30, 0, 0.5, 0, -8
CCc1cc(C(=O)c2ccc(OC)cc2)c(NC(=O)CN2CCN(C)CC2)s1
    i, 0.1, 1, -16, -1, -11, -11, -0.1, -1, -4
CC(O)C(NC(=O)OCc1ccccc1)C(=O)NCC(=O)NCC(=O)OCc1ccccc1 (centres undefined)
    i, -0.7, 1, 5, 3, -1, -4, -0.8, 5, /

(listing goes on)
Below each compound – Neddyl block, LMPTP inh, NRP1-CendR mod, SUMO1 PPI mod, DNMT1 inh, SKN-1 block, NadD block, Tb MetRS inh, STEP block, Scp-1 inhibitor
CCOc1ccc(CN(C)CC(=O)NCc2ccccc2Cl)cc1
    i, -0.1, 15, 3, 4, 1, -8, -0.9, 0, -1
COC(=O)CSc1nnc(CNS(=O)(=O)c2ccc(C)cc2)n1C
    i, 1.6, -6, 1, 5, -10, 0, -0.5, -3, -10
COc1ccc(-c2nnc(SCC(=O)N3CCCCC3)o2)cc1OC
    i, 0.3, 7, 0, 0, -2, 2, 0.9, 2, -4
CC(=O)c1cccc(CN2CCC(CO)(Cc3ccccc3)CC2)c1
    i, -0.3, -14, 0, 3, -7, -3, -1.0, -2, -2
COCCNc1nc(-c2cc(-c3ccc(Cl)cc3)on2)cc(C(C)C)n1
    i, 2.3, 9, 10, -2, -8, 2, -0.2, 2, -1
Cc1ccccc1NC(=O)C1CCCN(S(=O)(=O)c2c(C)noc2C)C1 (centres undefined)
    i, 2.3, 2, -3, -13, 18, 5, -0.5, -2, 6
NC(=O)COC(=O)c1ccccc1OCc1ccc(Cl)cc1
    i, -0.8, 1, 5, 5, -9, -8, -0.7, -3, -7
CCOc1ccc(CC(=O)N/N=C/c2sccc2C)cc1
    i, 0.0, -1, -15, 0, -1, -4, 0.0, 1, -2
COc1ccc(C2CC(=O)OC3=C2C(=O)CC(C)(C)C3)c(OC)c1 (centres undefined)
    i, -2.0, -22, 12, -2, -3, -6, -0.3, -5, -9
Cn1c(CCN2CCCCC2)nc2cc(NS(=O)(=O)c3ccc(Cl)cc3)ccc21
    i, 1.6, -2, 1, 4, 2, -3, -0.3, -2, -2
c1ccc(-n2cnc3cc(NCc4ccccn4)ccc32)cc1
    i, 0.4, 6, -4, -4, 4, -1, -0.1, -4, -3
O=C(N/N=C/c1cccc([N+](=O)[O-])c1)c1c[nH]c2ccccc12
    i, -0.1, 5, -19, 3, -2, 2, 0.8, 3, 2
Cc1nn(-c2ccccc2)c(N2CCCCC2)c1/C=N/NC(=O)c1ccncc1
    i, -0.6, 7, 6, -2, 20, 1, -0.1, 2, -7
N#C/C(=C\c1ccc(OCc2ccc(C(=O)O)cc2)cc1)C(=O)NCc1ccccc1
    i, -0.8, -36, -16, 0, 3, -3, -0.5, 19, 91*
CCc1nc2ccc(C(=O)NCCOc3ccc(OC)cc3)cn2c1N(C)C(=O)C1CCCCC1
    i, -0.6, -9, 1, 0, 3, 3, 0.4, 4, /
Cc1ccc(C)c(S(=O)(=O)N2CCN(C(=O)c3cccnc3)CC2)c1
    i, 0.1, -6, -1, -10, 8, 1, -0.4, -2, -5
CC(CCCC(C)(C)O)NC(=O)c1ccc2oc(CCc3ccccc3)nc2c1 (centres undefined)
    i, -1.1, 0, 1, 2, 2, -6, -0.3, 0, -6
CCCCn1c(N)c(N(C(=O)CSc2nnnn2-c2ccccc2)C2CCCC2)c(=O)[nH]c1=O
    i, -1.2, 14, 3, 3, -19, 2, 0.3, -3, -8
CC1CN(CCc2ccccc2)c2nc3c(c(=O)n(CC(N)=O)c(=O)n3C)n2C1 (centres undefined)
    i, -0.5, 1, 0, 0, -20, -3, -0.8, -2, 2
CN(CC(=O)N1CCN(c2ccccc2)CC1)C1CCCc2ccccc21 (centres undefined)
    i, -1.6, 6, 1, -2, 15, 1, -0.7, 2, -8

Continuation:
Below each compound – Neddyl block, LMPTP inh, NRP1-CendR mod, SUMO1 PPI mod, DNMT1 inh, SKN-1 block, NadD block, Tb MetRS inh, STEP block, Scp-1 inhibitor
CCNC(=O)C1CC(=O)N(CCCc2ccccc2)C(=Nc2ccccc2)S1 (centres undefined)
    i, 0.8, 5, 6, -2, -5, -5, -0.8, -1, -17
Cc1ccc(OCC(=O)NNC(=O)c2ccc(-n3cncn3)c([N+](=O)[O-])c2)cc1
    i, -0.6, 16, -33, 0, 15, 0, 16*, -1, 2
COc1ccc(C(=NN)c2ccc(OC)cc2)cc1
    i, 1.1, -10, 1, -4, 17, -4, -0.3, 2, -17
C/C(=N\S(=O)(=O)c1ccc(C)cc1)NC(=S)Nc1ccc(C)cc1
    i, -0.9, 9, 4, -2, 6, -7, -0.6, 0, -6
CCOP1(=O)OCC2OC(n3cnc4c(N)ncnc43)C(O)C2O1 (centres undefined)
    i, -1.9, -13, 11, 1, -14, 1, -1.4, -2, -2
O=C(NN1C(=O)C2C(C1=O)C1C=CC2C12CC2)c1ccc(Cl)cc1 (centres undefined)
    i, -2.7, 10, 1, -2, 8, 2, -1.0, 2, -4
CC(C)Sc1ncc(S(=O)(=O)c2ccccc2)c(=O)[nH]1
    i, -0.4, 6, -3, -1, -4, 19, -0.9, 0, -1
CCOC(=O)c1cc(CNC(=O)c2c(C)oc3c2CCCC3)c(C)o1
    i, -0.1, -7, -3, 4, -16, -2, -1.5, -1, -5
COc1cccc(NC(=O)c2cccc(S(=O)(=O)N3CCN(Cc4ccccc4)CC3)c2)c1
    i, 3.1, 16, 1, -8, 0, -4, -0.6, 0, 5
COCCCNC(=O)CSC1=Nc2ccccc2C2=NC(c3ccccc3)C(=O)N12 (centres undefined)
    i, 1.1, -7, -1, 0, 5, 4, -0.6, 0, -7
Cn1ccc(NC(=O)c2ccc(Cl)cc2)n1
    i, -1.0, 8, 4, 2, 2, -7, -0.1, -1, -5
CCOC(=O)c1c(N2C(=O)Nc3ccccc3N2O)n[nH]c1-c1cccc(Cl)c1
    i, -0.1, 13, 19, 13, -8, 9, -0.7, -2, -8
CCCNC(=O)C1(C)CCCN(C(=O)c2cc3ccccc3s2)C1 (centres undefined)
    i, -1.0, 3, 6, 4, 9, -2, -0.1, 5, /
Cc1cc(C)cc(NC(=S)NCc2cccs2)c1
    i, -0.2, 1, 3, 0, -9, 0, -0.7, -1, 7
COc1ccc(N2CCN(C(=O)NC(=O)c3ccc(Cl)cc3)CC2)cc1
    i, -1.6, 6, -1, 1, -5, -3, -0.1, 4, -10

Shown as a markdown table: part of the list above
| mol | Neddyl block | LMPTP inh | NRP1-CendR mod | SUMO1 PPI mod | DNMT1 inh | SKN-1 block | NadD block | Tb MetRS inh | STEP block | Scp-1 inhibitor |
| --- | --- | --- | --- | --- | --- | --- | --- | --- | --- | --- |
| CCOP1(=O)OCC2OC(n3cnc4c(N)ncnc43)C(O)C2O1 (centres undefined) | i | -1.9 | -13 | 11 | 1 | -14 | 1 | -1.4 | -2 | -2 |
| O=C(NN1C(=O)C2C(C1=O)C1C=CC2C12CC2)c1ccc(Cl)cc1 (centres undefined) | i | -2.7 | 10 | 1 | -2 | 8 | 2 | -1.0 | 2 | -4 |

Source: PubChem BioAssay
